# Compound activity from PubChem.
# MEKK2 mut-MEK5: MEK5 binding signal on mutant MEKK2 PB1, primary screen, biochemical, multiplex bead flow cytometry, Alexa488-MEK5 | Alexa488-MEK5 binding to MEKK2 mutant | percent response, % at 10 µM | actives 0.35% (n = 290,000) | AID 1530, 2009; in the data active means percent response above about 24%, passing the limit was not always enough; further: inactives centre near 1; some results filed as inactive read as strong as hits
# MEKK2 WT-MEK5: modulators of MEK5 binding to wildtype MEKK2, primary screen, biochemical, multiplex bead flow cytometry, Alexa488-MEK5. Mitogen-activated protein kinase kinase kinase 2 (Homo sapiens), Q9Y2U5. actives 1.1% (n = 290,000). Alexa488-MEK5 binding to MEKK2 WT; actives lie on both sides. binding response (% of control), % at 10 µM. AID 1531, 2009; in the data active means binding response below about 67% or above about 130%
# GalR3 antagonist: GalR3 antagonists in HEK293 cells, primary screen, cell-based, fluorescence readout | inhibition, % at 3 µM | HEK293 GalR3-CNG cAMP membrane potential fluorescence; galR3 body fused to GalR1 C-terminus | actives 0.44% (n = 360,000) | Galanin receptor type 3 (Homo sapiens), O60755;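 active means inhibition above the screen-wide average plus 3 SD, cut at about 13% in these data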;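 further: forskolin and galanin both at EC90 stimulate the cells; cAMP rise reported by CNG channel membrane potential dye signal; 0% = forskolin plus galanin with DMSO and 100% = forskolin alone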
# Target sequence (O60755 1-299 limits assumed): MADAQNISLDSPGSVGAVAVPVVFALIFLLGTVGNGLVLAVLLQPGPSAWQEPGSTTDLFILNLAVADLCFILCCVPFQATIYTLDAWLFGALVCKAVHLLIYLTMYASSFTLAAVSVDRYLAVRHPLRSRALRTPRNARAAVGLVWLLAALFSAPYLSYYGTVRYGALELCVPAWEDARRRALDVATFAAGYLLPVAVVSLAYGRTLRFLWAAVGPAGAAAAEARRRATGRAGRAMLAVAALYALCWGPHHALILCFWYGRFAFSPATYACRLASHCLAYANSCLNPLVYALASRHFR
# NS3 helicase inh: inhibitors of HCV NS3 helicase, primary screen, biochemical, Cy5 molecular beacon fluorescence. inhibition, % at 10.9 µM. actives 0.56% (n = 290,000). AID 1800, 2009. NS3 helicase DNA unwinding;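 active means inhibition above the mean of all tested compounds plus 3 SD, set per campaign, cut at about 35% in these data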;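 further: 0% = DMSO wells and 100% = thioflavine S control wells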
#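 System: NS3 helicase fragment of HCV / Schedule: 1 h at 25 °C / Control set: DMSO alone as 0% and 110 µM thioflavine S as 100% / Reagent: Cy5/quencher beacon DNA duplex and ATP to start / Technique: Cy5 fluorescence / Replication: singlicate / Evaluation: % inhibition of end-to-start signal ratio versus controls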
# FID counter: compounds displacing fluorescent DNA intercalator, primary screen, artefact control for HCV NS3 helicase inhibitor project, biochemical, FID fluorescence | DNA fluorescent intercalator displacement | inhibition, % at 7.9 µM | actives 0.17% (n = 290,000) | AID 1845, 2009; in the data active means inhibition above about 37%;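 further: 0% = vehicle and 100% = reference compound; higher means more ethidium bromide displaced from hairpin DNA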
# UBC9 SUMO inh: inhibitors of in vitro SUMOylation cascade, primary screen, biochemical, HTRF, uHTS | SUMO-conjugating enzyme UBC9 (Homo sapiens), P63279 | HTRF SUMOylation assay, SAE1/SAE2 + UBC9 | actives 0.36% (n = 290,000) | inhibition, % at 35 µM; in the data active means inhibition above about 50%, passing the limit was not always enough; further: strong numbers were not always called active
# Target sequence (P63279 whole entry, looked up): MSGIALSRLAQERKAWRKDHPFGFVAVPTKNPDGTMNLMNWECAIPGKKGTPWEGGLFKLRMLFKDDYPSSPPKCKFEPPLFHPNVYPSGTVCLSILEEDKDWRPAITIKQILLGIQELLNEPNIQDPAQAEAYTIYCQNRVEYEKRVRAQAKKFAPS
# CRFR2-BP antag: antagonists of CRF-BP/CRF-R2 complex, primary screen, cell-based, HEK293, calcium dye fluorescence, uHTS; actives 0.59% (n = 350,000); inhibition, % at 11.8 µM; CRF-induced calcium fluorescence;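 active means inhibition of the ligand-induced calcium signal above about 50% at the single tested concentration, limit read from the data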
# CRFBP-R2 agonist: agonists of CRF-BP/CRF-R2 complex, primary screen, cell-based, HEK293, calcium dye fluorescence, uHTS; activation, % at 13.2 µM; actives 0.46% (n = 350,000); AID 588473, 2011; CRF-binding protein / CRF receptor 2 complex (human); calcium dye fluorescence (FLIPR); percent of saturating CRF peptide response;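 active means activation of at least 50%, plus an integration ratio under a set limit after plate pattern correction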;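 further: plate controls were neutral control wells without compound for no effect and CRF at EC100 for full effect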
# MEKK3 PB1 HTS: modulators of MEKK3-MEK5 PB1 binding, primary screen, biochemical, wildtype MEKK3, multiplex bead flow cytometry, Alexa488-MEK5. Mitogen-activated protein kinase kinase kinase 3 (Homo sapiens), Q99759. bead-based flow cytometry, Alexa488-MEK5 binding to MEKK3; actives lie on both sides; 0 = blocked by unlabeled MEK5, 100 = vehicle. binding response (% of control), % at 10 µM. actives 1.4% (n = 290,000). AID 1529, 2009;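 active means binding response more than 3 SD above or below the average of its plate-row segment, actives on both sides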;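 further: Alexa488 bead fluorescence after subtracting the streptavidin-only scavenger bead signal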
# Target sequence (Q99759 whole entry, looked up): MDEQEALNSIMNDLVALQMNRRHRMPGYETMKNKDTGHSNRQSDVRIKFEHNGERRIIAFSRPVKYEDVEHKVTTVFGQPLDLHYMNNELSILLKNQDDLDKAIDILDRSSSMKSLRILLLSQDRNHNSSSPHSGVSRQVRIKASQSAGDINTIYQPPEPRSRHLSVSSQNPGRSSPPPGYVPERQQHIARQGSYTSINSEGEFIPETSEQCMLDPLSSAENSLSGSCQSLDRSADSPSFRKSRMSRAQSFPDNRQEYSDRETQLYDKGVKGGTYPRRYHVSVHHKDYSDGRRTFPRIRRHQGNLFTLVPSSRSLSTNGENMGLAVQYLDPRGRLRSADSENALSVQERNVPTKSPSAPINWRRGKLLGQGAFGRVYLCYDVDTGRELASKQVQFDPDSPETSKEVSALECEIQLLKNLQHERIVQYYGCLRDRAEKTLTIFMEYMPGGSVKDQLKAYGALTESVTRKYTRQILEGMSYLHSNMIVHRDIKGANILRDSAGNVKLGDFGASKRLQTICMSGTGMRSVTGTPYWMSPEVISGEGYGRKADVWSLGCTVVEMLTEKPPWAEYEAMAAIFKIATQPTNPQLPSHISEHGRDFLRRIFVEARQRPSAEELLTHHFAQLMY
# * hit, by the source's call; / = no result given; [ ] = another dose, or the depositor's remark.
SMILES,MEKK2 mut-MEK5,MEKK2 WT-MEK5,GalR3 antagonist,NS3 helicase inh,FID counter,UBC9 SUMO inh,CRFR2-BP antag,CRFBP-R2 agonist,MEKK3 PB1 HTS
COc1ccc(CNS(=O)(=O)c2c(C)[nH]c(C)c2C(=O)N2CCCC2)cc1,-1.0,98.0,-7.9,-1.9,-6.7,8.0,18.8,1.7,101.0
Cc1ccc(NC(=O)c2ccc(F)cc2F)cc1,2.0,98.0,-3.6,/,/,/,4.4,-2.5,104.0
COC(=O)[C@H](C(C)C)n1c(C)c(C(C)=O)c(C(C)=O)c1C,6.0,99.0,2.2,1.3,-10.1,5.4,6.1,0.7,100.0
NC(=O)c1cc2cc(Cl)ccc2o/c1=N/NC(=O)c1cccs1,-2.0,98.0,-4.6,6.7,-12.3,4.5,1.8,1.5,100.0
O=C1/C(=C\c2cccnc2)Sc2ccccc21,1.0,97.0,1.2,2.5,-15.4,15.6,-15.4,6.9,97.0
COc1ccc(CNC(=O)Cn2cc(C(F)(F)F)ccc2=O)cc1,2.0,101.0,-3.7,-0.8,2.5,2.4,-1.6,3.6,101.0
COc1ccc(S(=O)(=O)Nc2ccc3c(c2)n(C)c(=O)n3C)cc1OC,-4.0,99.0,-4.4,-3.8,-3.5,-9.8,-6.2,0.4,102.0
Cc1ccc2nc(Cl)c(C3CC(c4cccs4)=NN3S(C)(=O)=O)cc2c1 (stereo not drawn),-1.0,78.0,-2.5,5.7,-8.0,-17.6,-8.3,-2.2,96.0
CCN(CC)S(=O)(=O)c1ccc(OC)c(NC(=O)c2cc([N+](=O)[O-])ccc2Cl)c1,7.0,110.0,1.5,6.3,3.8,13.9,22.3,-1.5,108.0
CCc1cc(C(=O)NCC2CCCO2)sc1C (stereo not drawn),-2.0,102.0,2.9,-4.8,-6.6,6.6,-6.4,0.3,100.0
CC12CCC(=O)N1C(C(=O)NCCc1ccc(F)cc1)CS2 (stereo not drawn),6.0,106.0,-0.1,3.2,-6.4,0.5,6.7,-1.9,102.0
OCc1ccnc2c(O)cccc12,1.0,104.0,4.2,2.2,-0.5,1.7,-7.3,0.0,99.0
Cc1cc(Cl)c(OCCCSc2nc(C)cc(=O)[nH]2)c(Br)c1,-3.0,98.0,-7.9,-4.8,-4.7,4.5,-37.4,-2.0,96.0
O=C(NCc1ccc(-c2csnn2)cc1)c1cccs1,3.0,98.0,-3.0,-6.4,-4.3,0.6,-1.4,-0.4,98.0
CC(/C=N/Nc1nc(C)cc(=O)[nH]1)=C\c1ccccc1,-2.0,107.0,-2.8,-0.5,-4.5,9.8,9.3,-1.0,112.0
CC(C)CCNC(=O)C(c1cccnc1)N(CCc1ccccc1)C(=O)Cn1nnc2ccccc21 (stereo not drawn),0.0,107.0,0.9,0.1,-5.3,-0.5,-19.7,0.6,97.0
Cc1ccc(N2C(N)=C(C#N)C(c3cccnc3)C3=C2CCCC3=O)cc1 (stereo not drawn),9.0,97.0,-3.6,5.1,-13.7,28.4,-13.5,-3.5,95.0
N=c1n(CC(=O)c2ccc([N+](=O)[O-])cc2)c2ccccc2n1Cc1ccccc1,30.0,127.0,-12.3,-4.7,5.6,30.2,-10.2,-1.1,110.0
Cc1ccccc1C(=O)c1cccn1CC(=O)NCCC1=CCCCC1,-5.0,93.0,-7.5,3.8,-34.5,16.3,6.4,-1.7,96.0
Nc1nonc1OCCOCCOCCOc1nonc1N,-1.0,110.0,3.5,-11.2,5.8,-7.3,3.7,1.0,116.0
Cc1cccc(NC(=O)Cn2c(C)c(C#N)c3ccccc32)c1C,4.0,112.0,-6.5,-7.5,1.4,29.7,-1.6,1.9,111.0
COc1ccc(/C=N/NC(=O)c2cc(-c3ccc4c(c3)OCO4)n[nH]2)cc1OC,-5.0,92.0,-3.5,-3.9,-11.0,0.4,-10.5,-3.0,100.0
C/C(CC(=O)Nc1ccc2c(c1)OCCO2)=N\NC(=O)C(=O)Nc1ccccc1C,8.0,112.0,-2.5,-2.3,-12.3,-4.4,4.9,-0.1,107.0
COCCNC(=O)c1cn(C)c2ccccc2c1=O,-14.0,74.0,-5.3,5.7,-1.6,3.1,1.5,-0.5,70.0*[inhibitor]
CCCC[C@@H]1CN=C(N)N1CC(C)(C)C,2.0,103.0,-3.8,/,/,/,1.3,0.0,99.0

# Complete entries as entered above. Order of screens: MEKK2 mut-MEK5	MEKK2 WT-MEK5	GalR3 antagonist	NS3 helicase inh	FID counter	UBC9 SUMO inh	CRFR2-BP antag	CRFBP-R2 agonist	MEKK3 PB1 HTS
# Shown for OCc1ccnc2c(O)cccc12 → 1.0	104.0	4.2	2.2	-0.5	1.7	-7.3	0.0	99.0
# Shown for N=c1n(CC(=O)c2ccc([N+](=O)[O-])cc2)c2ccccc2n1Cc1ccccc1 → 30.0	127.0	-12.3	-4.7	5.6	30.2	-10.2	-1.1	110.0

# The listing continues:
SMILES,MEKK2 mut-MEK5,MEKK2 WT-MEK5,GalR3 antagonist,NS3 helicase inh,FID counter,UBC9 SUMO inh,CRFR2-BP antag,CRFBP-R2 agonist,MEKK3 PB1 HTS
Cc1[nH][nH]c(=O)c1C(c1ccccc1[N+](=O)[O-])C(C#N)C#N (stereo not drawn),-7.0,90.0,-5.8,8.2,4.6,12.1,-15.9,6.8,99.0
Cc1cc(C)c2cc(CN(CCO)C(=O)Nc3ccc(F)cc3)c(=O)[nH]c2c1,9.0,105.0,-0.2,-3.6,-5.9,-8.9,8.6,-3.2,107.0
Cc1cc(OCC(=O)NCCCN2CCOCC2)c2c(C)cc(=O)oc2c1,1.0,104.0,3.3,5.3,0.7,15.8,-1.4,-1.0,100.0
CCOC(=O)COn1c2c(c3c4no[n+]([O-])c4ccc31)CCCC2,6.0,107.0,0.1,3.1,1.2,3.4,-13.4,-1.6,103.0
O=C(CN1CCCCC1)N1N=C(c2cccs2)CC1c1cccs1 (stereo not drawn),-2.0,95.0,-5.9,14.2,6.3,6.6,4.6,-1.6,97.0
COc1cccc(CNn2c(-c3cccc(C)c3)nc3ccccc3c2=O)c1,4.0,102.0,-1.1,8.0,-13.6,-13.0,-30.0,-2.4,107.0
O=C(Nc1ccc(Cl)cc1)Nc1ccon1,3.0,98.0,-3.9,-1.2,-9.1,2.5,6.2,-1.2,100.0
Cc1ccnn2c(-c3ccccc3)c3c(=O)n(C)c(=O)n(C)c3c12,4.0,104.0,/,-0.6,-4.7,3.1,/,/,101.0
O=C(CN1CCCCC1)Nc1ccc(NC(=O)c2ccccc2Cl)cc1Cl,-5.0,89.0,-1.4,-18.8,1.9,5.0,1.7,-1.5,87.0
COC/C=C/C1=CC2=CC(=O)C(C)(OC(=O)c3cnc4ccccc4n3)C(=O)C2=CN1C1CC1 (stereo not drawn),-1.0,93.0,-4.1,/,/,/,-2.3,0.7,97.0
CC(=O)Oc1ccccc1C(=O)Oc1ccc(/C=N/n2cnnc2)cc1,2.0,102.0,-3.0,-9.7,-11.1,-2.5,0.8,-1.1,103.0
CC(C)(C)Sc1ccc2nc3c(n2c1)CCCC3,-3.0,90.0,-7.0,3.1,3.9,15.4,-16.1,-0.6,88.0
CC1CCCN(C(=O)COC(=O)Cc2c(F)cccc2Cl)C1 (stereo not drawn),6.0,99.0,-7.3,9.3,-19.1,-1.5,4.8,0.9,96.0
O=C(C[n+]1ccc(CCSc2ccc(F)cc2)cc1)c1ccccc1,249.0*,61.0*,/,-15.8,13.0,17.8,2.8,11.1,93.0
Cc1c(Cl)cccc1NC(=O)CCCCCN1C(=O)CCC1=O,2.0,95.0,1.6,18.2,0.2,0.3,6.0,-0.5,101.0
CC(=O)N1CCc2cc(S(=O)(=O)NCCC(=O)NCCc3ccccc3)ccc21,7.0,104.0,-4.9,0.6,-4.1,10.3,7.0,0.6,101.0
CC(CNC(=O)CCn1c(=O)c2cccn2c2ccc(F)cc21)c1ccccc1 (stereo not drawn),6.0,106.0,-8.7,-5.7,-34.7,11.0,-0.4,-1.6,106.0
CC(C)(C)NC(=O)CN(C(=O)c1snc(C(=O)NC2CCCCC2)c1N)c1ccccc1F,3.0,103.0,-9.6,-21.8,-40.8,5.8,7.0,0.3,101.0
Cc1ccc2nc3sc(C(=O)N4CCOCC4)c(N)c3cc2c1,6.0,112.0,1.1,7.0,1.3,26.5,2.5,-3.5,111.0
CN(CC1CCOCC1)C(=O)CC1C(=O)NCCN1Cc1cccc(F)c1 (stereo not drawn),-1.0,101.0,-0.6,0.5,-8.4,2.4,-0.8,0.0,99.0
COc1cccc(CNC(=O)COC(=O)CN(C)S(=O)(=O)c2ccc(NC(C)=O)cc2)c1,7.0,110.0,-3.5,-5.3,-11.5,12.6,0.9,-0.8,108.0
CC(=O)N1CCc2cc(S(=O)(=O)CCC(=O)NCCc3ccccc3)ccc21,2.0,103.0,-5.2,13.9,-9.8,2.1,-6.2,-1.4,100.0
Cc1ccc(-n2c(O)c(C=Nc3ccc4c(c3)OCO4)c3ccccc3c2=O)cc1C,1.0,91.0,-6.4,4.1,-1.8,-3.7,-7.1,21.2,90.0
O=C(CC12CC3CC(CC(C3)C1)C2)NC(=S)NCc1ccco1,-6.0,97.0,-1.8,1.9,-4.1,13.3,-25.0,1.0,100.0
COc1ccc(CC(=O)NC(CC(=O)O)c2ccc(OC)cc2)cc1 (stereo not drawn),5.0,107.0,-1.3,7.2,-6.5,12.7,7.3,-0.2,105.0

# Further structures follow:
SMILES,MEKK2 mut-MEK5,MEKK2 WT-MEK5,GalR3 antagonist,NS3 helicase inh,FID counter,UBC9 SUMO inh,CRFR2-BP antag,CRFBP-R2 agonist,MEKK3 PB1 HTS
Cc1cc(C)c(-c2c(O)c3cnn(-c4ccccc4)c3[nH]c2=O)c(C)c1,-1.0,99.0,-6.1,4.7,-4.7,18.0,13.2,-0.1,97.0
Cc1ccc2nc(NC(=O)CNS(=O)(=O)c3ccc(Br)s3)sc2c1,4.0,100.0,-5.4,-26.3,-7.3,-3.8,-21.4,1.4,104.0
O=C(Nc1cccc(S(=O)(=O)NC2=NCCCCC2)c1)c1cc(-c2ccccc2)nc2ccccc12,5.0,105.0,-5.7,7.0,0.1,-12.6,18.9,8.7,115.0
COc1cccc(N(CC(=O)N2CCN(C)CC2)S(=O)(=O)c2ccc(C)cc2)c1,-10.0,98.0,-4.4,-3.5,-0.6,6.1,27.9,1.1,97.0
COc1cc(OC)cc(C(=O)NCCSC2CCCCC2)c1,1.0,100.0,-3.8,-5.7,-20.0,-5.7,15.8,-1.5,102.0
Cc1cc(C)n(-c2ccc3cccc(NS(C)(=O)=O)c3n2)n1,2.0,104.0,-3.9,1.8,-10.9,-88.2,-6.2,0.4,108.0
O=C(O)CCCC(=O)Nc1cccc(C(=O)Nc2ccccc2C(=O)O)c1,2.0,96.0,-3.7,6.8,-4.4,20.0,7.0,0.5,101.0
Cn1nnnc1SCC(=O)NNC(=O)c1ccc(Cl)cc1,-4.0,98.0,-3.6,1.4,5.3,14.9,-7.0,-0.5,99.0
Fc1cccc(NC(=S)NCCCN2CCOCC2)c1,-3.0,95.0,-2.4,-7.6,3.3,1.2,26.6,-2.8,98.0

# Some of the compounds tested; rates above refer to the full screens.
